# 14-3-3 Bad inh = disrupts binding of bovine 14-3-3 zeta to phospho-Bad peptide. P63103. TR-FRET 14-3-3zeta/Dy647-pBad peptide displacement, 1 h. inhibition, % at 21.7 µM. hit rate 0.71% among 220,000;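 active = inhibition above about 70%, limit read from the data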;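 note: 0% = full 14-3-3 plus peptide FRET controls and 100% = background without 14-3-3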
# Target sequence (P63103 whole entry, looked up): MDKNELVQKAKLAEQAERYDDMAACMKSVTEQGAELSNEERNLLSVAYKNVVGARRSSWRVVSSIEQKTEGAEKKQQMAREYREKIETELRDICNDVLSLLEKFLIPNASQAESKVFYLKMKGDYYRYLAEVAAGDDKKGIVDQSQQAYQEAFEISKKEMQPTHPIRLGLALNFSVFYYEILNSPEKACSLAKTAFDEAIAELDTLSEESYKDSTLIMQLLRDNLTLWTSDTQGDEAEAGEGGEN
# Wee1 stabilizer = blocks degradation of human Wee1 kinase; HeLa Luc-Wee1K328M stability, luciferase luminescence; 100% = proteasome inhibitor MG132 effect; P30291; AID 1321; hit rate 1.2% among 220,000; reporter increase, % at 5 µM;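 active = activation above the mean of all tested compounds plus 3 SD, set per screening run, cut at about 8.8% in these data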;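 note: cells exposed to compound for 20 h before luminescence read; 0% = DMSO alone and 100% = MG132 at 30 µM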
# KLK5 inh = inhibitors of human kallikrein 5. recombinant hK5, fluorogenic AMC substrate cleavage. inhibition, % at 5 µM. hit rate 0.59% among 210,000;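 active = inhibition of 40% or more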;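 note: 0% = enzyme controls without compound and 100% = no-enzyme blanks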
# Target sequence (Q9Y337 67-293 limits assumed): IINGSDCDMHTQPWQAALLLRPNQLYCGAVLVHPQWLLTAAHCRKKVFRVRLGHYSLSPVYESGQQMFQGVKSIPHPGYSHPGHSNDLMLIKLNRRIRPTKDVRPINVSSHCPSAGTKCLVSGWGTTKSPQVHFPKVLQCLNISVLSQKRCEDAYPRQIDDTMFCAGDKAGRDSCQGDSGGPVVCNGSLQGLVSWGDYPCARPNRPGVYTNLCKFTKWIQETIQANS
# FXIIa inh 1536 = blocks human coagulation factor XIIa protease activity | P00748 | purified FXIIa, Boc-QGR-AMC fluorogenic substrate, 2 h | inhibition, % at 5 µM | hit rate 0.3% among 220,000; in the data active = inhibition above about 40%;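 note: 0% = enzyme with no compound and 100% = blank without enzyme; many of its hits are not listed in these tables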
# Target sequence (P00748 20-372 limits assumed): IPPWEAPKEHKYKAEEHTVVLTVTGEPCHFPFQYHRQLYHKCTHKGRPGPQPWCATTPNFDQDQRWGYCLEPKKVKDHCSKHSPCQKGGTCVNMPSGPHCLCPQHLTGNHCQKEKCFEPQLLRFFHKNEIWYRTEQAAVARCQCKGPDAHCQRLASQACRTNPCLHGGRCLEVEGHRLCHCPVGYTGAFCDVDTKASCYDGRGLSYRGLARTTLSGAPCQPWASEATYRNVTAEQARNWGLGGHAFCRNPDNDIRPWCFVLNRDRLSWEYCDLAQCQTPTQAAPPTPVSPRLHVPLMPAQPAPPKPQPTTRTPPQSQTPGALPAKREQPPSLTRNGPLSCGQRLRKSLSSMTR
# Target sequence (P00748 373-615 limits assumed): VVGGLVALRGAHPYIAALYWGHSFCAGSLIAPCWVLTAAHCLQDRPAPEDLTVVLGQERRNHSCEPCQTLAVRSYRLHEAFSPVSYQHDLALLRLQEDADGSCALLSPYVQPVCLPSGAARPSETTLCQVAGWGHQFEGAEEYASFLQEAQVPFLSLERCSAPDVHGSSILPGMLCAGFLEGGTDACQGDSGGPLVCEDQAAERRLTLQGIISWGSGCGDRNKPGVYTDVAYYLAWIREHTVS
# eIF4E-4G inh = eIF4E/eIF4G interaction inhibition in translation initiation; P63073+Q04637; TR-FRET eIF4E-eIF4GI(517-606) binding, 2 h; inhibition, % at 21.7 µM; hit rate 0.37% among 220,000;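 active = inhibition above about 30%, limit read from the data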;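 note: 0% = full FRET control wells and 100% = background wells lacking eIF4GI fragment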
# Rad51 HR inh = blocks human Rad51 in homologous recombination; Q06609; hRad51 DNA strand exchange, fluorescence dequenching; inhibition, % at 10 µM; hit rate 0.085% among 200,000; AID 1385;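 active = inhibition above 40% at the single screening dose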;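 note: 0% = DMSO control wells and 100% = blanks with heterologous ssDNA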
#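 Material: Human Rad51 nucleoprotein filaments preassembled on unlabelled ssDNA | Also added: Labelled 47-mer dsDNA for strand exchange | Dosing: Single dose, 10 µM final compound | Schedule: 30-min compound preincubation and 15-min exchange, both room temperature | Technique: Fluorescence dequenching at 485/520 nm | Measure: Percent inhibition relative to plate controls and blanks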
# Mdm2 ligase inh = inhibitors of human Mdm2 E3 ubiquitin ligase. cell-based MDM2 ubiquitination luciferase reporter, 2 h; 0 = plate control, 100 = twice control, blank-subtracted. signal enhancement, % at 5 µM. hit rate 0.11% among 210,000;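 active = signal enhancement of 30% or more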;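 note: luminescence tracks abundance of the self-degrading MDM2-luciferase fusion protein; higher signal means inhibition of MDM2 E3 ligase activity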
#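 Material: stable MDM2–luciferase fusion reporter cells / Quantity: 2000 cells/well / Dosing: single 5 µM compound dose, 0.2% final DMSO / Buffer or medium: DMEM / Schedule: 4 h cell settling then 2 h compound exposure, 37 °C / Detection: luminescence with SteadyLite reagent, 15 min at room temperature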
# p97 ATPase inh = blocks human p97 ATPase activity; inhibition, % at 8 µM; recombinant p97 ATPase, Kinase-Glo ATP luminescence, 3 h; AID 1481; hit rate 0.42% among 220,000; P55072; in the data active = inhibition above about 15%;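 note: 0% = DMSO vehicle and 100% = wells lacking enzyme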
# FXIa inh 1536 = blocks human coagulation factor XIa protease activity | P03951 | inhibition, % at 5 µM | purified FXIa, Boc-Glu-Ala-Arg-AMC fluorogenic substrate | hit rate 0.14% among 220,000;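 active = inhibition of at least 40%; inactive = inhibition below 40%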;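 note: fluorescence of freed AMC excited at 355 nm; 0% = enzyme without compound and 100% = no enzyme blank; many of its hits are not listed in these tables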
# * = called active by the depositor; . = no result given; [ ] = another dose, or the depositor's remark. Outcome played no part in choosing rows; 3.5% or so of the library scored in one or more.
SMILES,14-3-3 Bad inh,Wee1 stabilizer,KLK5 inh,FXIIa inh 1536,eIF4E-4G inh,Rad51 HR inh,Mdm2 ligase inh,p97 ATPase inh,FXIa inh 1536
C=CCn1c(SCc2csc(-c3ccc(Cl)cc3)n2)nnc1-c1ccccc1OC,-2,2,-3,1,-4,4,-16,-2,-2
CCC(C)NC(=O)CSc1nnc(-c2cc(-c3cccs3)nc3ccccc23)o1 (configuration not stated),6,0,0,13,-6,10,-6,2,0
COC(=O)c1cc(C#N)c(NCc2ccccc2)nc1C,-6,-2,-8,23,5,14,-24,-1,16
COc1cccc2c1OCC/C2=N\NC(=O)COc1ccccc1C,-12,0,-13,5,7,6,5,-3,3
Cc1ccc(S(=O)(=O)n2nc(-c3ccc(Cl)cc3)nc2NCc2ccco2)cc1,-4,4,-18,0,-7,-1,-5,4,-5
Cc1cc(C(=O)Nc2nc3ccc(S(C)(=O)=O)cc3s2)c(C)o1,8[fluorescence artefact?],3,-18,0,-13[fluorescence artefact?],-1,-18,-3,1
CC/C=C/C(=O)N1CC2(CC(c3cccc(NC(=O)CCCCC)c3)=NO2)C[C@H]1C(N)=O (some centres not stated),-6,.,31,16,-5,1,-16,.,42*
O=C1C=C(N(CCO)CCO)C2(CCCCC2)O1,0,-2,5,21,10,4,-26,1,17
Cc1cc(C)c(S(C)(=O)=O)c(S(=O)(=O)c2ccc(Cl)cc2)n1,7,-1,-2,18,1,1,6,2,4
COc1cc(C2C3=C(CCCC3=O)Nc3[nH]n(-c4ccccc4)c(=O)c32)ccc1O (configuration not stated),2[fluorescence artefact?],5,24,10,-6[fluorescence artefact?],6,-13,5,0
O=C(CSc1nnc(-c2ccccc2)n1-c1ccccc1)c1cccs1,1[fluorescence artefact?],0,5,6,-67[fluorescence artefact?],.,-6,-2,-3
C=CCNC(=S)/N=c1/ccccn1CCC,-8,-1,-2,9,-4,0,-6,4,0
O=C1c2ccccc2C(=O)N1c1ccc(Br)c2cccnc12,2,1,-1,3,3,2,-9,6,0
S=C(NCCc1ccccc1)Nc1ccc(Nc2ccccc2)cc1,-7,2,.,9,0,.,3,3,2
CCOC(=O)c1ccccc1NC(=O)/C=C/c1cc(OC)c(OC)c(OC)c1,.,-1,-7,10,.,4,-11,0,4
CCOC(=O)Cc1csc(SCC(=O)/C(C#N)=C(\C)N)n1,2[fluorescence artefact?],4,-16,-2,-6[fluorescence artefact?],0,8,5,-4
CCOc1ccc(OCC)c(S(=O)(=O)NC2CC(C)(C)NC(C)(C)C2)c1,-1,-3,-3,5,-2,.,-16,3,-5
Clc1ncccc1-c1nc2ccccc2s1,66,2,2,6,-1,-1,3,6,0
O=C(c1sc(N2CCOCC2)nc1-c1ccccc1)N1CCCCC1,-14[fluorescence artefact?],4,0,12,6[fluorescence artefact?],-8,-11,-6,7
CCC(C)C(=O)N1c2ccccc2C(=C2SC(C(=O)OC)=C(C(=O)OC)S2)C(=S)C1(C)C (configuration not stated),-9,-3,-14,1,1,-8,-9,-1,-4
O=C(c1cc(Br)c(Br)s1)N1CCN(C/C=C/c2ccccc2)CC1,4,4,-3,-3,7,3,-25,-2,-10
CCOC(=O)C1CCCN(Cc2nc(N)nc(Nc3ccccc3OC)n2)C1 (configuration not stated),6,1,-3,5,-1,4,-3,2,-5
CN1CCN(C(=O)c2ccc3c(c2)S(=O)(=O)c2ccccc2C3=O)CC1,-3,0,-6,.,0,4,1,1,-4
Clc1ccc(OCc2nc(-c3ccncc3)no2)cc1,-5,1,-2,-14,5,0,-14,-1,-5
COc1ccc(/C=N/NC(=O)c2ccccc2O)cc1Cn1cc([N+](=O)[O-])cn1,-5,-4,2,6,2,7,0,10,0

# (listing goes on)
SMILES,14-3-3 Bad inh,Wee1 stabilizer,KLK5 inh,FXIIa inh 1536,eIF4E-4G inh,Rad51 HR inh,Mdm2 ligase inh,p97 ATPase inh,FXIa inh 1536
CCCN(CCC)C(=O)c1ccc2c(c1)OCO2,-4,1,-12,6,0[fluorescence artefact?],-5,4,-2,-1
COc1cccc2sc(N(CCN(C)C)C(=O)/C=C/c3cccs3)nc12,-3,-1,4,12,-4,5,-8,-2,-4
Cc1cccc(C)c1NC(=O)CC(NCCc1ccccc1)C(=O)O (configuration not stated),-2[fluorescence artefact?],2,-15,11,24[fluorescence artefact?],16,5,4,7
Cc1ccccc1C(=O)NC1CCN(CC(=O)Nc2ccc3c(c2)OCO3)CC1,-1,-1,2,10,-4,2,-3,-1,-4
Cc1ccc(CNC(=O)COc2ccc(C)nc2[N+](=O)[O-])cc1,9,3,2,10,-2,28,-2,-4,11
CCOc1cc(-c2noc(CCCC(N)=O)n2)cc(Br)c1OC,-2,-1,-17,20,-12[fluorescence artefact?],3,0,2,-3
O=C(CN1CCCC1)Nc1ccc2c(c1)CCC2,0,-1,11,13,1,2,-4,1,4
O=C(NNC(=O)c1cccc2ccccc12)c1ccco1,4,0,-29,7,0,4,-5,1,1
COc1cc2c(C)nc3c(c(C)nn3-c3ccccc3)c2cc1OC,-1,-2,8,3,0,-9,-19,-1,-8
O=C(C1=C(O)C(=O)N(CCCN2CCOCC2)C1c1ccccn1)c1cc2ccccc2o1 (configuration not stated),11,1,7,12,-1,-3,-5,5,6
CCOC(=O)CC1C(=O)NCCN1C(=O)Nc1ccc(Cl)cc1 (configuration not stated),73*[fluorescence artefact?],2,-36,10,3,.,-1,6,1
O=C(Nc1ccccc1)N1CCc2c([nH]c3ccccc23)C1C(F)(F)F (configuration not stated),-6,2,-6,9,1,7,-13,12,-6
Cc1ccc(Cl)cc1NC(=S)N(Cc1cccnc1)Cc1ccccc1Cl,-2,0,-5,1,-1,-1,6,3,-6
O=C(Cn1ncc2c(=O)oc3ccccc3c21)NCCC1=CCCCC1,1,-2,-25,4,4,-1,-6,-5,-11
O=C(NC(=S)Nc1ccc2oc(=O)ccc2c1)c1ccccc1F,-2,-3,1,8,2,-8,-16,5,1
COc1ccc(CNC(=O)C(=O)NCc2ccncc2)cc1,-13,-4,-4,6,3,6,2,4,-4
CCn1c2ccccc2c2cc(CN3CCN(S(=O)(=O)CC)CC3)ccc21,32[fluorescence artefact?],-1,-6,1,2,.,-8,-8,12
O=C1CC(c2ccccc2)CN1S(=O)(=O)c1ccccc1 (configuration not stated),4,-3,-21,9,-4,1,-5,-2,2
COCCNC(=O)c1c(N)n(CCCn2ccnc2)c2nc3ccccc3nc12,-13[fluorescence artefact?],1,-14,-20,5,1,-3,6,-21
CSCCC(NC(N)=O)C(=O)NCc1cccc(Cl)c1 (configuration not stated),-8,0,18,20,-9[fluorescence artefact?],.,-30,0,13
CCN(CC)S(=O)(=O)c1ccc(Cl)c(C(=O)Nc2ccc(Cl)cc2[N+](=O)[O-])c1,-11,-1,-17,2,3,5,-3,1,2
COc1ccc(OCCC(=O)NCc2ccccc2)cc1,4,1,-6,14,0[fluorescence artefact?],-1,-4,2,3
COCCCNC(=S)NNC(=O)c1ccc(C(C)(C)C)cc1,-1,3,-1,-2,2,-11,-2,-1,-4
O=C(O)C1C2C=CC3(CN(Cc4ccccn4)C(=O)C13)O2 (configuration not stated),15,-1,4,13,-7,-2,-8,9,-1
CCCCC(=O)Nc1ccc(C(=O)N2CCCC(C(=O)OCC)C2)cc1 (configuration not stated),3,-1,1,1,-1,6,-3,-9,0

# Quoted from above (4 entries):
SMILES,14-3-3 Bad inh,Wee1 stabilizer,KLK5 inh,FXIIa inh 1536,eIF4E-4G inh,Rad51 HR inh,Mdm2 ligase inh,p97 ATPase inh,FXIa inh 1536
O=C(Cn1ncc2c(=O)oc3ccccc3c21)NCCC1=CCCCC1,1,-2,-25,4,4,-1,-6,-5,-11
O=C(NC(=S)Nc1ccc2oc(=O)ccc2c1)c1ccccc1F,-2,-3,1,8,2,-8,-16,5,1
COc1ccc(CNC(=O)C(=O)NCc2ccncc2)cc1,-13,-4,-4,6,3,6,2,4,-4
CCn1c2ccccc2c2cc(CN3CCN(S(=O)(=O)CC)CC3)ccc21,32[fluorescence artefact?],-1,-6,1,2,.,-8,-8,12

# Continuation:
SMILES,14-3-3 Bad inh,Wee1 stabilizer,KLK5 inh,FXIIa inh 1536,eIF4E-4G inh,Rad51 HR inh,Mdm2 ligase inh,p97 ATPase inh,FXIa inh 1536
O=[N+]([O-])c1ccc(/C=[N+](\[O-])CCO)o1,-4,-2,-5,6,2,-9,2,-6,-3
CCC(C)C(NC(N)=O)C(=O)Nc1ccc(OCc2ccccc2)cc1 (configuration not stated),4,-1,0,10,-7,19,-2,-1,-1
Cc1n[nH]c(=O)nc1NCCc1ccccc1,1,2,-17,-9,-6,10,-18,1,7
COc1cc(NS(=O)(=O)c2ccc(NC(=O)c3ccc(C)o3)cc2)nc(OC)n1,7,-1,-6,-6,-1,2,-15,0,-16
CSC1=C(C#N)C(C)C2=C(CC(C)(C)CC2=O)N1 (configuration not stated),5,1,5,2,-2,.,-12,-2,7
COc1cc(C(=O)Nc2cccc(-c3nncn3C)c2)cc(OC)c1OC,6[fluorescence artefact?],0,-12,-4,-2,0,-11,2,5
Cc1cccc2cc(CN(CCCO)C(=O)Nc3ccc(Cl)cc3)c(=O)[nH]c12,12,-1,-25,5,2,-13,11,9,-3
C=CCN(C(=O)Nc1ccc(Cl)cc1)C1CC(=O)N(c2ccc(OC)cc2)C1=O (configuration not stated),1,-1,-1,17,7,.,-19,7,0
CCOc1ccc2nc(SCC(=O)NCc3ccc(OC)c(OC)c3)[nH]c2c1,-8,-1,-5,2,-1,-13,6,2,-9
Cc1nnc2sc(-c3cccc(NC(=O)c4cccnc4)c3)nn12,5,0,7,15,-2,1,-6,3,9
O=C1/C(=C\c2ccc(Br)o2)Cc2ccccc21,-11[fluorescence artefact?],1,-11,4,-8[fluorescence artefact?],.,0,4,-1
COc1cccc(-n2nc(C(C)=O)c(=O)[nH]c2=O)c1,3,0,-4,-3,1,0,-6,4,-1
CSc1nnc(CCNC(=O)OC(C)(C)C)o1,-1,3,21,17,2,-5,-17,-4,22
COc1ccc(C2CC(c3ccccc3OC(C)=O)=NN2C(C)=O)cc1 (configuration not stated),-4,-3,0,7,-3,6,4,3,-3
COc1ccc(/C=C/C(=O)c2ccc(OC)cc2OC)cc1,0,1,-1,2,-2,-1,1,1,-2
CC(c1n[nH]c(=S)n1-c1ccccc1)N1CCCCC1 (configuration not stated),-4,1,-3,4,-2,0,-5,9,4
CCCOc1ccc(OCCCCNC(C)CC)cc1 (configuration not stated),50[fluorescence artefact?],-2,7,-2,-2,-2,-17,0,-5
CCOC(=O)c1cc(-c2ccccc2)n(CCC(=O)N2CCN(c3ccc(OC)cc3)CC2)c1C,-15,5,-20,7,-1,1,-6,-3,0
CCCCN(C)C(=O)C1CCN(Cc2ccccn2)CC1,63,-1,-28,16,13,2,-9,3,3
COc1cccc(NC(=O)NC2(C(F)(F)F)Oc3ccccc3O2)c1,-1[fluorescence artefact?],-1,-2,12,4[fluorescence artefact?],2,-7,-3,3
Cn1c(=O)[nH]c(=O)c2c1nc(OC(=O)c1ccccc1)n2CC(O)COc1ccccc1 (configuration not stated),-2,-2,1,14,3,6,-11,3,3
O=C(CN1CCN(Cc2ccccc2)CC1)NCC1COc2ccccc2O1 (configuration not stated),7[fluorescence artefact?],-1,-11,7,-2,-2,7,2,1
Clc1ccccc1C1=CC(c2ccco2)n2nnnc2N1 (configuration not stated),-8,-2,.,7,0,.,-21,1,-1
